# Bioassay records (PubChem)
# tuberculosis growth – growth inhibition of non-replicating M. tuberculosis (AID 488890); 320,000 compounds, 0.39% hits; one-dose inhibition, % at 25 µM; IC50 in µM for titrated hits; Mycobacterium tuberculosis non-replicating, growth inhibition; higher % means a stronger effect; in the data active = a potency from the dose series; inconclusive = inhibition mostly from about 82% at the one dose, without a potency; inactive = the rest, 99 in 100 with inhibition below about 76%;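 note: plate controls were DMSO cells for no effect and high antibiotic wells for full effect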
# H1N1 NS1A inhibition – H1N1 influenza NS1A inhibitors, functional cell based assay (AID 504329). NS1A functional cell-based assay, percent inhibition; higher % means a stronger effect. one-dose inhibition, % at 12.5 µM; IC50 in µM for titrated hits. 340,000 compounds, 0.3% hits; in the data active = a potency from the dose series; inconclusive = inhibition above about 27% without an active follow-up result; note: strong numbers were not always called active
# Salmonella PhoP GFP – PhoP regulon inhibitors, Salmonella typhi PhoP promoter GFP reporter, confirmatory (AID 1850); Salmonella Typhi PhoP-promoter GFP reporter, fluorescence, 4 h; higher % means a stronger effect; inhibition, % at 50 µM, or IC50 in µM where a hit was titrated; 310,000 compounds, 0.33% hits; in the data active = a potency from the dose series; inconclusive = inhibition mostly from about 25% at the one dose, without a potency; inactive = the rest, 99 in 100 with inhibition below about 19%;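 note: 0% = induced wells with vehicle and 100% = uninduced wells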
# H37Rv inhibition – M. tuberculosis growth inhibition, HTS (AID 449762); M. tuberculosis H37Rv growth inhibition, 7H9 media; higher % means a stronger effect; 330,000 compounds, 0.59% hits; inhibition, % at 25 µM, or IC50 in µM where a hit was titrated; in the data active = a potency from the dose series; inconclusive = inhibition above about 70% without an active follow-up result;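 note: bacterial growth assessed after seven days of incubation; strong numbers were not always called active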
# VEEV TC-83 Vero – inhibitors of VEEV TC-83 cytopathic effect, confirmation, Vero cells (AID 588727) | Vero cells, VEEV TC-83 cytopathic effect inhibition; higher % means a stronger effect | inhibition, % at 20 µM; hits with a dose series show IC50 in µM | 350,000 compounds, 0.13% hits; in the data active = a potency from the dose series; inconclusive = inhibition mostly from about 14% at the one dose, without a potency; inactive = the rest, 99 in 100 with inhibition below about 12%; note: strong numbers were not always called active
# VEEV TC-83 Vero 10K pilot screen – recorded beside VEEV TC-83 Vero, whose call it bears; inhibition, %; measured here: 10K pilot screen inhibition
# * marks the source's active call; other numbers are inactive results; i = inactive; u = inconclusive; x = no result given.
SMILES,tuberculosis growth,H1N1 NS1A inhibition,Salmonella PhoP GFP,H37Rv inhibition,VEEV TC-83 Vero,others
CCS(=O)(=O)CCSc1nc(C)cc(C)c1C#N,-16%,-3%,5%,-2%,i,
CCCCC/C=C/C1=CC(=O)C[C@H](c2ccc3c(c2)OCO3)C1,38%,-23%,x,6%,0.4%,
COc1ccc(/C=C(\C#N)C(=O)OCC(=O)Nc2ccc(-c3nc4ccc(C)cc4s3)cc2)cc1,10%,0%,2%,6%,3.3%,
C#CCOC(=O)/C(=C/c1ccc(F)cc1)NC(C)=O,9%,1%,9%,91%,1.0%,
CCOC(=O)c1ccc(N(C(=O)c2ccco2)C(C(=O)NC2CCCC2)c2ccncc2)cc1 (configuration not stated),12%,5%,0%,4%,0.1%,
Cc1ccsc1/C=C1\SC(N2CCOCC2)=NC1=O,59%,4%,-6%,22µM*,0.8%,VEEV TC-83 Vero 10K pilot screen=0.6
CCOC(=O)c1cc(C#N)c(SCC(=O)c2cc(C#N)c(SC)nc2C)nc1C,-10%,-24%,-9%,-1%,1.6%,
COc1ccc(S(=O)(=O)N2CCCC(C(=O)N3CCN(C)CC3)C2)cc1Cl (configuration not stated),6%,-3%,-3%,9%,2.3%,
O=C(COc1ccc([N+](=O)[O-])cc1)N(Cc1cccs1)C1CCS(=O)(=O)C1 (configuration not stated),-6%,-5%,-2%,-4%,i,
O=C(Cc1ccccc1)N/N=C/c1cc(Br)cc(Cl)c1O,u,1%,33µM*,33%,12%,VEEV TC-83 Vero 10K pilot screen=12
CC1=C(C(=O)OC(C)C)C(c2c[nH]c3ccccc23)n2ncnc2N1 (configuration not stated),17%,-1%,3%,-11%,2.0%,
COC(=O)C1=CN(Cc2ccccc2)C=C(C(=O)OC)C1c1cc(F)ccc1F,14%,-28%,-17%,2%,1.2%,
O=S(=O)(Nc1cc(Sc2cccc3cccnc23)c(O)c2ccccc12)c1ccc(F)cc1,u,x,-15%,u,x,
COc1ccc2cnn(CCOc3cc(C)ccc3C(C)C)c(=O)c2c1OC,52%,14%,2%,-4%,0.8%,
CCN(CC(=O)Nc1c(F)cccc1F)C(=O)CCNC(=O)c1ccccc1OC,-8%,-14%,-3%,-1%,2.1%,
CCC(C)C1NC(=S)N(C2CCCCC2)C1=O (configuration not stated),6%,1%,-6%,-10%,i,
CC(=O)c1cccc(N=C2NC(=O)C(CO)(CO)S2)c1,-4%,1%,4%,2%,2.8%,
N#Cc1ccccc1S(=O)(=O)N1CCN(C(=O)c2cn(-c3ccccc3)nc2-c2cccnc2)CC1,24%,-10%,x,-6%,0.1%,
Cc1ccc(NC(=O)C2CCCN(S(=O)(=O)c3ccc4c(c3)oc(=O)n4C)C2)nc1 (configuration not stated),x,6%,-4%,-2%,2.6%,
COc1ccccc1N1CCN(C(=O)CSc2ncnc3scc(-c4ccccc4)c23)CC1,23%,-2%,-1%,-2%,11%,
COCCn1c(C)cc(/C=C(\C#N)C(=O)OC(C)C(=O)Nc2ccc(NC(C)=O)cc2)c1C (configuration not stated),-7%,-19%,7%,-3%,1.6%,
O=C(COC(=O)Cc1ccccc1)Nc1ccc(Cl)cn1,63%,7%,1%,-14%,i,
CCCCc1nc2cc(C(=O)NC(C)c3cnn(C)c3)ccc2o1 (configuration not stated),6%,1%,4%,-1%,2.9%,
O=C(CSc1nc(=O)n2ccccc2n1)N1CCN(c2ccccc2)CC1,-12%,8%,-5%,-2%,1.5%,
Cc1ccc(NC(=O)CS(=O)CC(=O)NCCCN(C)c2ccccc2)cc1 (configuration not stated),13%,0%,-6%,-3%,2.0%,

# (more compounds)
SMILES,tuberculosis growth,H1N1 NS1A inhibition,Salmonella PhoP GFP,H37Rv inhibition,VEEV TC-83 Vero,others
O=C(Nc1cccc(Oc2ccc3c(c2)C(=O)NC3=O)c1)c1ccco1,-8%,-1%,12%,-5%,i,
Cc1cccnc1Nc1nc(-c2ccc(F)cc2)cs1,19%,1%,-4%,3%,1.3%,
C=CCNC(=S)NN(c1ccccc1)c1ccccc1,10%,-5%,0%,-3%,1.3%,
CCCCN1CC[C@@H]2C=CC[C@H](C(=O)OC)[C@@H]2C1=O,x,-3%,x,x,0.1%,
CCc1ccccc1NC(=S)NC1CC2CCCC(C1)N2Cc1cccs1 (configuration not stated),u,26%,0%,1%,i,
Cc1cc(=O)[nH]c(SCC(=O)N2CCCC2)n1,-9%,-7%,x,3%,1.2%,
Cc1ccc(S(=O)(=O)N2CCN(Cc3cccc(C)c3O)CC2)cc1,0%,1%,-6%,-5%,0.2%,
Cc1cc(C2=NNC(=NCc3ccccc3)SC2)c(C)n1-c1c(C)n(C)n(-c2ccccc2)c1=O,x,2%,x,x,0.6%,
O=C(COc1cc(O)c2c(=O)cc(-c3ccccc3)oc2c1)c1ccccc1,x,-7%,-6%,-4%,1.4%,
CCCCN1Cc2c(nc3cc(-c4ccco4)[nH]n3c2=O)C1=O,21%,-3%,-6%,5%,2.7%,
COC(=O)c1sccc1-c1ccc(C(=O)Nc2ccccc2)o1,46%,-4%,-3%,62%,0.4%,
CN(Cc1ccco1)S(=O)(=O)c1nnc(NC(=O)c2ccccc2Cl)s1,32%,-5%,4%,0%,2.0%,
Cc1ccc(NC2c3ncccc3C(=O)N2Cc2ccc(F)cc2)cc1 (configuration not stated),27%,4%,-3%,7%,3.8%,
CCSc1ncc(Cl)c(C(=O)Nc2ccccc2C)n1,9%,-2%,-4%,10%,i,
CCOC(=O)C1(CCc2ccccc2)CCN(C(=O)Cc2nonc2C)CC1,31%,-2%,6%,5%,i,
NC(=S)NNC(=O)c1cccc(Br)c1,-10%,x,-7%,6%,x,
CN(CC(=O)Nn1cnnc1)S(=O)(=O)c1cc(Cl)ccc1Cl,7%,3%,1%,3%,1.7%,
CCn1cc(C(=O)NCCCN2CCCC(C)C2)c(=O)c2cc(S(=O)(=O)N3CCOCC3)ccc21 (configuration not stated),-24%,7%,3%,4%,i,
CCOC(=O)c1c(SCCN2CCCC2)n(-c2ccccc2)c(=S)n(-c2ccccc2)c1=O,x,-12%,x,x,u,
O=C(c1ccc(-n2cncn2)c([N+](=O)[O-])c1)N1CCN(S(=O)(=O)c2ccccc2F)CC1,2%,-7%,-6%,7%,0.7%,
CC(C)c1ccc(NC(=S)NCCc2c[nH]c3ccccc23)cc1,72%,10%,-5%,32%,0.6%,
O=C1Nc2ccccc2N(O)N1c1cc(-c2ccccc2Cl)no1,14%,-3%,-1%,4%,4.6%,
O=C(c1cc2ccccc2o1)N1CCN(c2cccc(C(F)(F)F)c2)CC1,27%,-3%,-2%,4%,1.4%,
CCn1cc(/C=N\NC(=O)c2ccc3c(c2)c(C)c(C)n3Cc2ccccc2)c(C)n1,-10%,11%,10%,8%,1.4%,
CN(C)C(=O)Oc1cc(=O)n2c3c(cccc13)CCC2,-1%,-7%,-6%,3%,2.2%,

# A draw from above in order of formula weight, smallest number first.
SMILES,tuberculosis growth,H1N1 NS1A inhibition,Salmonella PhoP GFP,H37Rv inhibition,VEEV TC-83 Vero,others
C#CCOC(=O)/C(=C/c1ccc(F)cc1)NC(C)=O,9%,1%,9%,91%,1.0%,
NC(=S)NNC(=O)c1cccc(Br)c1,-10%,x,-7%,6%,x,
CC(=O)c1cccc(N=C2NC(=O)C(CO)(CO)S2)c1,-4%,1%,4%,2%,2.8%,
O=C(COC(=O)Cc1ccccc1)Nc1ccc(Cl)cn1,63%,7%,1%,-14%,i,
CCCCC/C=C/C1=CC(=O)C[C@H](c2ccc3c(c2)OCO3)C1,38%,-23%,x,6%,0.4%,
COC(=O)c1sccc1-c1ccc(C(=O)Nc2ccccc2)o1,46%,-4%,-3%,62%,0.4%,
CC(C)c1ccc(NC(=S)NCCc2c[nH]c3ccccc23)cc1,72%,10%,-5%,32%,0.6%,
O=C(Nc1cccc(Oc2ccc3c(c2)C(=O)NC3=O)c1)c1ccco1,-8%,-1%,12%,-5%,i,
Cc1ccc(S(=O)(=O)N2CCN(Cc3cccc(C)c3O)CC2)cc1,0%,1%,-6%,-5%,0.2%,
COC(=O)C1=CN(Cc2ccccc2)C=C(C(=O)OC)C1c1cc(F)ccc1F,14%,-28%,-17%,2%,1.2%,
O=C(COc1ccc([N+](=O)[O-])cc1)N(Cc1cccs1)C1CCS(=O)(=O)C1 (configuration not stated),-6%,-5%,-2%,-4%,i,
COc1ccc(S(=O)(=O)N2CCCC(C(=O)N3CCN(C)CC3)C2)cc1Cl (configuration not stated),6%,-3%,-3%,9%,2.3%,
CCN(CC(=O)Nc1c(F)cccc1F)C(=O)CCNC(=O)c1ccccc1OC,-8%,-14%,-3%,-1%,2.1%,
Cc1ccc(NC(=O)C2CCCN(S(=O)(=O)c3ccc4c(c3)oc(=O)n4C)C2)nc1 (configuration not stated),x,6%,-4%,-2%,2.6%,
O=C(c1ccc(-n2cncn2)c([N+](=O)[O-])c1)N1CCN(S(=O)(=O)c2ccccc2F)CC1,2%,-7%,-6%,7%,0.7%,
CCOC(=O)c1ccc(N(C(=O)c2ccco2)C(C(=O)NC2CCCC2)c2ccncc2)cc1 (configuration not stated),12%,5%,0%,4%,0.1%,

# (continued)
SMILES,tuberculosis growth,H1N1 NS1A inhibition,Salmonella PhoP GFP,H37Rv inhibition,VEEV TC-83 Vero,others
CN1CCN(c2ccc(NC(=S)NC(=O)/C=C/c3ccco3)cc2)CC1,70%,14%,6%,-2%,0.6%,
O=C(Cc1ccc(NC(=O)C2CCCN(C(=O)C3CCC3)C2)cc1)Nc1cccc(C(=O)N2CCCC2)c1 (configuration not stated),x,-16%,x,x,i,
Cc1ccc(C(=O)C=Cc2cccc(C)c2)cc1,x,-8%,x,x,u,
C=CCNC(=O)/C(C#N)=C/c1c(C)nn(-c2ccc(Cl)cc2)c1Cl,50%,-3%,-11%,9%,8.1%,
CCOC(=O)C1C(=O)C=C(c2ccc(NS(C)(=O)=O)cc2)CC1c1ccco1 (configuration not stated),-6%,11%,10%,-8%,1.1%,
CCCCn1c(=O)c(-[n+]2ccccc2)c([O-])c2ccccc21,-4%,2%,20%,-4%,0.6%,
Nc1nc2c(nc(SCc3ccccc3Br)n2C2OC(CO)C(O)C2O)c(=O)[nH]1 (configuration not stated),-2%,2%,8%,-8%,2.5%,
O=C(CSc1ccccn1)Nc1ccc(NC(=O)CSc2ccccn2)cc1,23%,4%,-7%,7%,2.5%,
COc1cc(C(=O)NC2CCN(Cc3nnnn3Cc3ccc(F)cc3)CC2)cc(OC)c1OC,-6%,2%,3%,-11%,7.3%,
COc1ccc(OC)c(-c2nc(C(=O)NCCCN3CCOCC3)cc3c2[nH]c2ccccc23)c1,43%,4%,-2%,-2%,7.5%,
O=C(Nc1ccc(Cl)cc1)Nc1nnc(CSCc2ccccc2Cl)s1,-5%,-9%,-2%,-2%,2.9%,
CCCCOC(=O)C1=C(N)OC2=C(C(=O)CC(C)(C)C2)[C@]12C(=O)N(C)c1ccccc12,-12%,8%,15%,1%,1.1%,
CCOC(=O)c1c(C)[nH]c(-c2csc(N)n2)c1C,x,1%,x,x,9.6%,
COc1cccc(/C=C/C(=O)OCC(=O)Nc2ccc(Cl)cn2)c1,61%,9%,-13%,10%,2.4%,
O=c1c2cccnc2n(-c2ccccc2)n1Cc1c(Cl)cccc1Cl,-3%,-12%,16%,1%,1.0%,
O=S(=O)(NCCc1ccccn1)c1ccc(-c2ccccn2)s1,4%,2%,7%,-6%,1.0%,
O=C(Nc1nccs1)C1CCCN1S(=O)(=O)c1ccc(Cl)cc1 (configuration not stated),-2%,-1%,-9%,-6%,0.5%,
Cc1cnc(C(=O)OCC(=O)NCCCc2ccccc2)cn1,29%,-7%,2%,3%,0.7%,
OCC(O)C(O)C(O)c1cnn(-c2ccccc2)n1 (configuration not stated),x,-19%,x,x,1.5%,
Cc1ccc(N(CC(=O)NC(C)(C)C)C(=O)CS(=O)CC(=O)Nc2ccc3c(c2)OCO3)cc1 (configuration not stated),8%,-5%,4%,2%,1.7%,
CC1CN(c2nc3c(c(=O)n(C)c(=O)n3C)n2Cc2c(Cl)cccc2Cl)CC(C)O1 (configuration not stated),0%,10%,-2%,2%,0.4%,
COc1ccc(C(=O)N2CC(=O)Nc3ccccc32)cc1S(=O)(=O)N1CCOCC1,-8%,-18%,-17%,-6%,1.3%,
CCn1c(SCC(=O)c2ccc(O)c(O)c2)nnc1-c1ccccc1OC,-7%,-1%,0%,-6%,1.2%,
CCS(=O)(=O)N1CCC(C(=O)N2CCN(c3ccccc3)CC2)CC1,-2%,-5%,-4%,2%,1.0%,
